TLR9-MyD88 inh: TLR9-MyD88 interaction inhibition; inhibition, % at 4.98 µM; Q9NR96+Q99836; AID 504734; CHO BLA complementation TLR9-MyD88, CCF4 FRET ratio; 340,000 tested, 0.21% active;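 active = inhibition above the mean over all tested compounds plus 3 SD, cut at about 21% in these data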;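 also: 0% = DMSO only wells and 100% = clavulanate BLA inhibitor control wells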
NR2F2 inh: blocks human COUP-TFII nuclear receptor. HEK293T NGFI-A luciferase reporter, luminescence. inhibition, % at 8.6 µM. 370,000 tested, 0.7% active. AID 686940;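 active = inhibition above a per-plate cutoff, mean inhibition of test wells between control levels plus 3 SD, cut at about 38% in these data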;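 also: cells cotransfected with COUP-TFII expression vector driving the NGFI-A reporter; 0% = median of COUP-TF2 test wells and 100% = reporter-only cells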
Target sequence (P24468 whole entry, looked up): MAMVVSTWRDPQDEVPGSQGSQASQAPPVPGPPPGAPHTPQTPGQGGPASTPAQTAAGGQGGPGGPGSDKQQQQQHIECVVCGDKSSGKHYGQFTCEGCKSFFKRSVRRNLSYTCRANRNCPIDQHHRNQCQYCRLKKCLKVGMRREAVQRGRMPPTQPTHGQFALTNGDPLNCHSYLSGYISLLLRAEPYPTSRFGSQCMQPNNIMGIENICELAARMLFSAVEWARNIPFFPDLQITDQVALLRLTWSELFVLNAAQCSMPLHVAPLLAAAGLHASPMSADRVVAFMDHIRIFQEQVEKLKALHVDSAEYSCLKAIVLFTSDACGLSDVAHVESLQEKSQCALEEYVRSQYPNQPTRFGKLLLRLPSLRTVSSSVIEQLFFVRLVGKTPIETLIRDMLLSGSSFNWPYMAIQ
NCOA3 inh: inhibitors of human steroid receptor coactivator 3 (SRC3) | HEK293 GAL4-SRC3 luciferase reporter, luminescence | 360,000 tested, 0.17% active | Q9Y6Q9 | AID 588352 | inhibition, % at 3.6 µM;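 active = inhibition above a per-campaign cutoff, the mean of all compounds plus 3 SD, cut at about 60% in these data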;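 also: 0% = DMSO-treated cells and 100% = gossypol-treated cells at 36 µM; higher means less SRC3-driven luciferase light from the GAL4 reporter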
TRAIL sens C8: sensitizes caspase-8 expressing cells to TRAIL. NB7+C8 cells + TRAIL, ATPlite viability luminescence. inhibition (viability loss, TRAIL sensitization), % at 10 µM. 360,000 tested, 1% active. AID 624354;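 active = compounds causing at least 50% loss of cell viability in the single-dose screen, relative to plate controls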
SRC1 inh: inhibits human SRC1 coactivator; inhibition, % at 3.6 µM; Q15788; 360,000 tested, 0.12% active; HEK293 GAL4-SRC1 luciferase reporter, luminescence;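 active = inhibition above the campaign mean plus 3 SD, with each screening campaign given its own cutoff, cut at about 60% in these data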;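 also: 0% = DMSO treated cells and 100% = gossypol at 36 µM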
LMP1 NFkB inh: reduces LMP1-driven NF-kappaB luciferase signal; LMP1-induced NF-kappaB luciferase reporter cells, luminescence; inhibition, % at 12.5 µM; 350,000 tested, 0.69% active; AID 504558; in the data active = inhibition above about 41%;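 also: 0% = neutral control wells and 100% = reference inhibitor control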
LRH-1 inv ag: inverse agonists of human LRH-1 (NR5A2) | O00482 | HEK293T StAR-luciferase reporter, LRH-1 transfected, 24 h | inhibition, % at 3.6 µM | 360,000 tested, 0.13% active | AID 602396;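 active = inhibition above the mean inhibition of all tested compounds plus 3 SD, cut at about 73% in these data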;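 also: 0% = DMSO wells and 100% = reporter-only cells lacking LRH-1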
NCOA2 inhibitor: inhibits human steroid receptor coactivator 2. Q15596. HEK293 GAL4-SRC2 luciferase reporter, luminescence. inhibition, % at 9 µM. 370,000 tested, 0.17% active. AID 651957;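 active = inhibition above the mean inhibition of all tested compounds plus 3 SD, set per campaign, cut at about 52% in these data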;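 also: 0% = DMSO treated cells and 100% = cells given Gossypol at 36 µM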
TROY NFkB inh: inhibitors of TROY-dependent NF-kB signaling; Q293 LMP1-TROYcd NF-kB luciferase reporter, 4 h; inhibition, % at 10 µM; 360,000 tested, 0.98% active; AID 1347056;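 active = compounds whose plate-normalised and pattern-corrected inhibition of the luciferase reporter signal at the single screening dose is 50% or more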
NOD2 RIPK2 PPI: NOD2-RIPK2 protein interaction inhibition; O43353; CHO BLA complementation NOD2-RIPK2, CCF4 ratio; inhibition, % at 4.98 µM; 360,000 tested, 0.38% active; in the data active = inhibition above about 21%;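 also: 0% = vehicle only and 100% = reference blocker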
Target sequence (O43353 whole entry, looked up): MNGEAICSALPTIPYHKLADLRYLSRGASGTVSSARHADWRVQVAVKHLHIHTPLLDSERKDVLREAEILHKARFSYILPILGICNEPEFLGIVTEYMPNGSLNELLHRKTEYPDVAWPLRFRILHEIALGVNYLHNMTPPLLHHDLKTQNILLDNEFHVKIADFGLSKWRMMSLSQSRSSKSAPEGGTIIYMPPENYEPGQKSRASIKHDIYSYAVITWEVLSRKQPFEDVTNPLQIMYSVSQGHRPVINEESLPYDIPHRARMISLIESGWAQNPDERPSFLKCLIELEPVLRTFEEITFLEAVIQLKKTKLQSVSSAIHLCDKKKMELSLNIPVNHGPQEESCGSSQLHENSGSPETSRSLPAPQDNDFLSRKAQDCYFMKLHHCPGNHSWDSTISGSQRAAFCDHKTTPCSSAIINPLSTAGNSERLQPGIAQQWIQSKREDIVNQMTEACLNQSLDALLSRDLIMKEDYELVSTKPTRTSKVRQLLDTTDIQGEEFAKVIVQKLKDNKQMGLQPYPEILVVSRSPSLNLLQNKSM
Vif imaging: HIV Vif inhibition. 340,000 tested, 0.35% active. inhibition, % at 7.49 µM. HEK293T cells, Vif self-association by quenched fluorescence, imaging, 24 h. AID 602346; in the data active = inhibition above about 50%, passing the limit was not always enough; also: some results filed as inactive read as strong as hits
An asterisk follows results filed as active; nt = no result given. These rows are one share of the data, so the mix of outcomes need not match the whole.

SMILES	TLR9-MyD88 inh	NR2F2 inh	NCOA3 inh	TRAIL sens C8	SRC1 inh	LMP1 NFkB inh	LRH-1 inv ag	NCOA2 inhibitor	TROY NFkB inh	NOD2 RIPK2 PPI	Vif imaging
CCc1[nH]nc2c1C(C(C)C)C(C#N)=C(N)O2 (stereo not drawn)	-3	-8	25	-9	-1	11	-4	16	12	-6	9
CCOC(=O)C1CCCN(C(=S)NC(=O)/C=C/c2ccc(F)cc2)C1 (stereo not drawn)	5	-2	7	-12	-12	4	-4	-6	6	-13	-1
NC(=S)Nc1cc(Cl)cc(Cl)c1	nt	-9	33	0	20	nt	21	19	3	0	0
CCOC(=O)c1sc(-c2ccc(OC)cc2)cc1NC(C)=O	0	12	-42	4	-29	-6	-41	7	-65	-2	6
COc1ccc(C)cc1S(=O)(=O)N(CC(=O)Nc1cccc([N+](=O)[O-])c1)c1ccccc1	-3	-3	25	-4	-9	-8	-1	24	-5	3	0
N#Cc1cc2c(nc1Cl)CCC2	-1	0	10	27	-18	11	-15	-6	-21	-2	-2
Nn1c(SCc2ccc(C(=O)O)cc2)nnc1-c1ccc(Cl)cc1Cl	10	-3	3	-9	10	-4	-13	13	-37	17	-13
CCCN1C(=O)c2cc(C(=O)Nc3ccc(OC)c(OC)c3)ccc2C1Nc1ccc(OC)c(OC)c1 (stereo not drawn)	-8	-12	10	10	3	3	10	-60	4	-9	1
O=C(Nc1nccs1)c1cn(-c2ccccc2)nc1-c1ccccc1	8	8	-1	4	2	-4	19	-7	-25	0	2
COc1ccc2nc(SCCN(C)C)[nH]c2c1	-6	9	-5	0	-26	-5	14	-28	4	4	1
O=C1NC[C@H](Cc2ccccc2)N(CC2CCN(CC3CCCC3)CC2)C1=O	-4	-8	8	5	12	0	5	-7	-8	-13	nt
CCN1CCN(c2ccc([N+](=O)[O-])cc2C(=O)c2ccc(Cl)cc2)CC1	1	4	16	0	8	-9	30	3	22	2	1
CCC(C)N(C(=O)CSc1nc(C)nc2ccccc12)C1CCS(=O)(=O)C1 (stereo not drawn)	-4	16	2	-7	5	4	11	22	0	-7	28
Cc1cc(C)c(NC(=O)COC(=O)CCn2c(C)csc2=O)c(C)c1	-4	-2	-23	6	13	-7	-17	-40	11	-14	-14
CCCc1cc(=O)oc2cc(OC(C)C(=O)NCC3CCC(C(=O)O)CC3)c(Cl)cc12 (stereo not drawn)	2	-1	-3	-11	-1	1	-4	8	-14	-4	9
COc1ccccc1NC(=O)c1ccc(COc2ccc3c(c2)CCC3)cc1	6	-14	-20	-6	-16	-1	-44	-8	-84	-17	5
C[C@H]1CN([C@@H](C)CO)C(=O)c2cc(-c3ccccc3F)cnc2O[C@H]1CN(C)C(=O)C1CCOCC1	-3	1	-10	-13	-1	-5	14	21	10	-8	-6
CCOC(=O)/C=C/C(=O)N1CCN(C(=O)/C=C/C(=O)OCC)CC1	3	-8	-1	12	2	-11	-10	7	-22	-9	-1
CC1(C(=O)NS(=O)(=O)c2ccc(F)cc2F)CCN1C(=O)CC1CC1 (stereo not drawn)	nt	0	-5	-12	-3	nt	-5	17	4	10	-2
COc1cc(NS(=O)(=O)c2ccc(NC(=S)NC(=O)C(C)(C)C)cc2)nc(OC)n1	4	15	4	-7	-5	8	14	-9	5	-6	-13
Cc1ccc(N2CC(C(=O)OCc3nnc(-c4ccccc4)o3)CC2=O)cc1 (stereo not drawn)	0	2	-9	-1	-1	-5	-10	-9	-21	1	nt
O=C(Nc1cccc(F)c1)OC(CN1CCCCC1)C(F)(F)F (stereo not drawn)	-14	2	1	13	-67	-1	21	-41	-4	-5	5
CCOC(=O)c1c(C)n(C)c2ccc(OC)c(NC(=O)CN3CCSCC3)c12	-2	3	1	-7	-1	-1	8	2	9	-1	nt
CC(=O)N1CCN(c2ccnc3cc(Cl)ccc23)CC1	13	8	21	-14	9	-6	12	32	-18	3	-3
O=C1OC(c2ccccc2)(c2ccc3cc(O)ccc3c2)c2ccccc21 (stereo not drawn)	1	1	-3	11	4	6	-19	8	29	13	3
N#C/C(=C\c1ccc(OC(F)F)cc1)C(=O)N1CCCCC1	-3	-24	-6	12	0	3	8	-59	-42	-1	1
CC(C)CCNC(=O)CN1N=C(c2ccc(Cl)cc2)CCC1=O	-2	23	15	-9	11	0	4	-1	6	3	-10
CC1CC(C)CN(S(=O)(=O)c2ccc(C(=O)NNC(=O)c3ccccc3F)cc2)C1 (stereo not drawn)	8	-9	-2	19	2	-3	-7	6	9	-6	-7
CCOc1ccc(S(=O)(=O)N2CCN(Cc3ccccc3)CC2)cc1	-3	6	4	4	9	-2	-11	3	0	5	5
CCOC(=O)/C=C/C(=O)Nc1ccc(-c2nnc3n2CCCCC3)cc1	-13	-9	-4	9	11	nt	0	-6	-11	0	-6

A portion from the list above:
SMILES	TLR9-MyD88 inh	NR2F2 inh	NCOA3 inh	TRAIL sens C8	SRC1 inh	LMP1 NFkB inh	LRH-1 inv ag	NCOA2 inhibitor	TROY NFkB inh	NOD2 RIPK2 PPI	Vif imaging
CCOc1ccc(S(=O)(=O)N2CCN(Cc3ccccc3)CC2)cc1	-3	6	4	4	9	-2	-11	3	0	5	5
CCOC(=O)/C=C/C(=O)Nc1ccc(-c2nnc3n2CCCCC3)cc1	-13	-9	-4	9	11	nt	0	-6	-11	0	-6

(further entries)
SMILES	TLR9-MyD88 inh	NR2F2 inh	NCOA3 inh	TRAIL sens C8	SRC1 inh	LMP1 NFkB inh	LRH-1 inv ag	NCOA2 inhibitor	TROY NFkB inh	NOD2 RIPK2 PPI	Vif imaging
CC(=O)Nc1ccc(NC(=O)CSc2ccc(-c3cccnc3)nn2)cc1	5	-3	-6	27	-28	-2	41	0	3	-9	5
CS(=O)(=O)N1CCc2cc(C(=O)NC3CC3)ccc21	8	-4	10	4	14	-1	5	-3	-4	0	0
COc1ccc(Cn2nnnc2C(c2cccs2)N2CCN(c3ccccc3)CC2)cc1 (stereo not drawn)	3	5	20	13	3	-3	-15	9	20	8	1
COc1ccc(-n2c(CCc3ccccc3)n[nH]c2=S)cc1	-11	3	-9	-3	-3	-1	-2	-5	-3	-6	10
CCc1ccc(C2NC(=S)NC3=C2C(=O)N(c2ccccc2OC)C(c2ccc(CC)cc2)N3)cc1 (stereo not drawn)	7	23	6	7	-1	-3	10	17	17	2	-23
O=S(=O)(c1ccc(NC(=S)NN=Cc2ccccc2O)cc1)N1CCCCC1	2	10	-30	14	-35	-5	33	-7	-44	1	4
Cc1cc(OCC(=O)N2CCC(C(=O)O)CC2)c2c(C)c(C)c(=O)oc2c1	-15	6	-18	2	-13	-7	-20	17	9	-1	-5
Cc1cccc(NC(=O)[C@@H]2CCCN2C(=O)OC(C)(C)C)c1C	3	22	1	-1	-26	-8	11	-8	-5	-7	-9
Cc1ccc2oc(=O)cc(CN3CCN(Cc4ccccc4)CC3)c2c1	7	12	-29	13	-14	-3	18	-3	-10	-9	-4
C/C(=N\NC(=O)C1COc2ccccc2O1)c1ccccn1 (stereo not drawn)	9	22	35	29	3	11	22	-20	6	-3	18
COc1cccc(-c2nn(-c3ccccc3)cc2CNC(C)Cn2cncn2)c1 (stereo not drawn)	1	6	-2	-7	-24	0	3	-11	-21	-3	-1
Cc1noc(C)c1CSCC(=O)N(C)CC(=O)Nc1ccccc1Cl	6	18	-9	-5	-15	-1	1	20	13	-18	19
CC(Oc1ccc2ccc(=O)oc2c1)C(=O)c1ccccc1 (stereo not drawn)	-6	-5	5	-3	-2	9	12	-9	6	2	16
CC(C(=O)OCC(=O)N(C)C1(C#N)CCCCC1)N1C(=O)c2ccccc2C1=O (stereo not drawn)	-5	-11	2	23	-4	-13	21	4	-15	0	-3
CC1=C(C(=O)Nc2ccccc2C(F)(F)F)C(c2sccc2C)NC(=S)N1 (stereo not drawn)	-3	19	24	-8	17	-50	5	1	7	-1	-1
Cc1cccc(NC(=O)CN2C(=S)NC(C)(C)CC2C)c1C (stereo not drawn)	-4	7	10	5	15	5	10	-10	1	2	9
CCC(C)NC(=O)c1cc(-c2ccc3c(c2)OCO3)on1 (stereo not drawn)	8	-27	-107	20	-92	-25	-157	-68	-38	0	12
CCOC(=O)c1ccc(N2Cc3ccccc3C2=NC(=O)c2cccc([N+](=O)[O-])c2)cc1	-8	-43	-56	12	-77	-24	-88	-24	-52	-18	-15
CC(C)=NNc1nc2c(c(=O)n(C)c(=O)n2C)n1C	nt	9	1	9	-49	-1	7	-24	-3	-4	-2
O=C1CN(C(=O)COC(=O)Cc2ccsc2)c2ccccc2N1	0	-15	9	-1	-7	-1	8	-1	19	10	-3
Nc1ccn(CCCN2CCN(Cc3cccc4ccccc34)CC2)c(=O)n1	3	3	-1	-9	3	0	-9	11	0	-6	0
Cc1ccc(OCC(=O)OCC(=O)N2c3ccccc3CC2C)cc1C (stereo not drawn)	-9	-22	12	-11	-4	-6	1	13	-5	2	9
CC(c1ccccc1)n1c(Cn2ncc3ccccc3c2=O)n[nH]c1=S (stereo not drawn)	2	-6	5	-3	3	-3	-1	-29	-9	0	-16

Structures from the list above with fluorine, in the order listed:
SMILES	TLR9-MyD88 inh	NR2F2 inh	NCOA3 inh	TRAIL sens C8	SRC1 inh	LMP1 NFkB inh	LRH-1 inv ag	NCOA2 inhibitor	TROY NFkB inh	NOD2 RIPK2 PPI	Vif imaging
CCOC(=O)C1CCCN(C(=S)NC(=O)/C=C/c2ccc(F)cc2)C1 (stereo not drawn)	5	-2	7	-12	-12	4	-4	-6	6	-13	-1
C[C@H]1CN([C@@H](C)CO)C(=O)c2cc(-c3ccccc3F)cnc2O[C@H]1CN(C)C(=O)C1CCOCC1	-3	1	-10	-13	-1	-5	14	21	10	-8	-6
CC1(C(=O)NS(=O)(=O)c2ccc(F)cc2F)CCN1C(=O)CC1CC1 (stereo not drawn)	nt	0	-5	-12	-3	nt	-5	17	4	10	-2
O=C(Nc1cccc(F)c1)OC(CN1CCCCC1)C(F)(F)F (stereo not drawn)	-14	2	1	13	-67	-1	21	-41	-4	-5	5
N#C/C(=C\c1ccc(OC(F)F)cc1)C(=O)N1CCCCC1	-3	-24	-6	12	0	3	8	-59	-42	-1	1
CC1CC(C)CN(S(=O)(=O)c2ccc(C(=O)NNC(=O)c3ccccc3F)cc2)C1 (stereo not drawn)	8	-9	-2	19	2	-3	-7	6	9	-6	-7
CC1=C(C(=O)Nc2ccccc2C(F)(F)F)C(c2sccc2C)NC(=S)N1 (stereo not drawn)	-3	19	24	-8	17	-50	5	1	7	-1	-1
